# Pf Dd2 growth – qHTS Primary assay for Inhibitors of Plasmodium falciparum Dd2 growth in vitro | P. falciparum Dd2 growth, SYBR Green, 72 h | Potency, µM (highest dose often 28.9 µM), inactives show top-dose activity, negative = inhibition, usual class: inhibitors | 120,000 tested, 4.3% active | AID 1347417, 2020; active means well fitted inhibition curve with a large enough effect; inconclusive means small, poorly fitted or top-dose-only effect; inactive means no such curve, though single readings can be large or run the other way;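 further: plate controls were DMSO vehicle for no effect and reference drug for full effect; nearly all actives have a fitted effect of over 65% in size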
#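 Readout: SYBR Green fluorescence, 485 nm excitation, 535 nm emission, after ~16 h lysis at 37C. Before that, Dd2-infected red cells (2.5% hematocrit) grew 72 h with compound, 29 uM top final concentration.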
# * hit, by the source's call; i = inactive; ? = inconclusive; [ ] = another dose, or the depositor's remark. Potency means the concentration at half of the fitted maximal effect.
compound,Pf Dd2 growth
COc1ccc(-c2cc(N3CCCN(C(=O)C(C)c4ccccc4)CC3)n[nH]2)cc1 (stereo not drawn),?
O=C1NCCCCCCN(C(=O)Cc2ccccc2)[C@@H]2C[C@@H](c3nc(-c4cccnc4)no3)C[C@H]12,i
O=C(c1cccs1)N1CCC2(CCCN(CCC3CCCCC3)C2=O)C1 (stereo not drawn),-7%
CCOC(=O)c1ccccc1NC(=O)CN1CCCN(Cc2cccc(Cl)c2)S1(=O)=O,i
COc1ccc2[nH]c(C[C@@H]3C[C@@H](C(C)C)[C@H](CN(Cc4ccccn4)Cc4ccccn4)C=C3C)nc2n1,?
CN(C)C[C@@H]1CN(S(C)(=O)=O)C[C@H]1NC(=O)c1cc2ccccc2[nH]1,18%
Cc1cccc(N2CCN(c3ncnc4onc(C)c34)CC2C)c1 (stereo not drawn),?
COC(=O)N(C)C1CCCc2ccccc21 (stereo not drawn),-21%[44.1 µM]
CC(C)N1C[C@@H]2OCC(=O)N(CC3CCCCC3)[C@@H]2C1,i
CC(C)(C)C(=O)N1CC[C@@H](CC(=O)O)[C@@H](CC2=NCCc3ccc(C(C)(C)C)cc32)C1,-11%[44.1 µM]
O=C(Cc1cccs1)N1CCCC(CN2CCOCC2)CC1 (stereo not drawn),?
COc1ccc(CCN2C(=O)O[C@@H]3CN(C(=O)NCc4ccccc4)C[C@@H]32)cc1,-9%
COC(=O)CC1Oc2ccc(Cl)cc2-n2cc(-c3ccccc3)nc21 (stereo not drawn),?
CCc1ccc(CN2CCC(C(=O)Nc3ccc(Oc4cccnc4)cc3)CC2)o1,11µM*
Cc1cccc2sc(N(CCN(C)C)C(=O)c3ccc4c(c3)OCCO4)nc12,i

# The final 2 entries of the section before come first, to join the parts:
compound,Pf Dd2 growth
CCc1ccc(CN2CCC(C(=O)Nc3ccc(Oc4cccnc4)cc3)CC2)o1,11µM*
Cc1cccc2sc(N(CCN(C)C)C(=O)c3ccc4c(c3)OCCO4)nc12,i
COc1ccc(C2(C(=O)N3CC4CC(C3)[C@H]3CCCC(=O)N3C4)CCCCC2)cc1 (stereo partly drawn),?
CCn1c(CO)nnc1C1CC(NC(=O)c2nnc3nc(C)ccn23)C1 (stereo not drawn),-7%
Cc1ccc(CNC(=O)c2ccc3c(c2)N(C)C2CCCCN2C3=O)cc1C (stereo not drawn),-22%
COc1ccc(CC(=O)NC2CCN(c3cc(-c4ccc(OC)cc4)[nH]n3)CC2)cc1,-10%
CN1C(=O)CN(CCCCOc2ccccc2)C(=O)c2ccccc21,-19%
CCOCCn1nc(C)cc1C(=O)N1CCC2(CC1)[C@H](O)C[C@@H]2OCC,-4%
Cn1c(=O)c2cc(C(=O)Nc3cccc(C#N)c3)sc2c2ccccc21,34%[activator]
Cc1ccc2nc(C3CCN(CC4CCCC4)CC3)[nH]c(=O)c2c1,11%[44.1 µM]
C[C@H]1[C@@H]2[C@@H](O)C([C@H](C)C(=O)NCc3cccs3)CC[C@@]2(C)CC[C@@H]1NC(=O)c1cnccn1 (stereo partly drawn),?
Cn1nc(-c2ccc(F)cc2)cc1[C@H]1CN2CC[C@H]1C[C@@H]2CNC(=O)COc1ccccc1,-2%
COc1ccccc1N1CCN(C(=O)C[C@@H]2O[C@H](CNC(=O)c3ccco3)[C@@H](O)[C@H]2O)CC1,4%
C=CCN(C)C[C@H]1CN2CC[C@H]1C[C@@H]2CNC(=O)Nc1ccccc1,-17%[44.1 µM]
CC(C)OCCCn1c(SCC(=O)Nc2ccc(F)cc2)nc2c(sc3ccccc32)c1=O,?
O=C(NCCc1ccc(Cl)cc1)c1ccc2c(c1)N(Cc1ccc(F)cc1)C(=O)CS2,-30%
COc1ccc(Br)cc1CNC(=O)c1ccc(-n2c(C)cc3c2CCC(C)C3)cc1 (stereo not drawn),13µM*
CCOc1ccc(C(=O)N2CC(COC)C3(CCOCC3)C2)cc1 (stereo not drawn),41%[activator]
CC(C)CCN1CCC(O)(c2csc(CN3CCN(c4ccccn4)CC3)n2)CC1,?
Cn1c(NCCN)nc2c1c(=O)n(Cc1ccccc1)c(=O)n2C,i
CCOc1ccc(-n2cc(-c3ccccc3)c3c(NC4CCCCC4)ncnc32)cc1,8%
Cn1nc2n(c1=O)CCN(C(=O)c1cccc(C#N)c1)CC2,17%
Cc1nnc([C@H]2CCN(C(=O)c3ccccc3)C2)o1,?
COc1ccc(CNC(=O)c2ccc3nc(C(C)C)oc3c2)cc1OC,?
CC(=O)Nc1ccc(CN2CCC3(CC2)CC(c2cccc(C(F)(F)F)c2)=NO3)cc1,10µM*
COc1cccc(CN2CCCOCCNC(=O)CC2)c1OC,-29%
Cc1ccc(-n2nc3c(=O)n(CC(=O)NCC(C)c4ccccc4)nc(C)c3c2C)cc1 (stereo not drawn),15%
CN(C)CCN(Cc1ccsc1)C(=O)[C@H]1CCC[C@H](O)C1,-12%
Cc1ccc2onc(CC(=O)N3CCN(c4cccc(C)c4C)CC3)c2c1,8%
Cc1ccc(Sc2ccc(N3CCCC(C(=O)Nc4ccc(F)cc4F)C3)nn2)cc1 (stereo not drawn),-5%
O=C(NCc1nnc2c(-c3nc(C4CC4)no3)cccn12)c1ccc(F)cc1Cl,?
COCCNC(=O)C[C@@H]1O[C@H](CNC(=O)NC2CCCCC2)[C@@H](O)[C@H]1O,37%[activator][44.1 µM]
O=C(NCCc1cnc[nH]1)C1CC(=O)N(c2n[nH]c3cc(Br)ccc23)C1 (stereo not drawn),8%
CCn1ccc(C(=O)N2CCC(N3C(=O)C(O)C34CCCCC4)CC2)n1 (stereo not drawn),-6%
CN(C)S(=O)(=O)c1ccc(C(=O)NC2CC(=O)N(c3ccc4c(c3)OCCO4)C2)cc1 (stereo not drawn),21%
CCC1=C(C(=O)OC)C(c2ccccc2OC)N2C(CC(=O)N3CCCC3)=CSC2=N1 (stereo not drawn),?
CN1CCC(C(=O)N2CCC3(CC2)CN(C(=O)c2ccc(Cl)cc2)CCO3)CC1,4%
Cc1ccc(-c2ccc3nnc(CNC(=O)c4ccc(Cl)cc4)n3n2)cc1,-10%
Cc1ccc(OCCC2CCN(C(=O)c3cnccc3C)C2)cc1 (stereo not drawn),-7%
O=C(Cc1ccc(Cl)cc1)N1C[C@@H](CO)[C@H](c2ccncc2)C1,-8%
CCC(O)Cn1nc(-c2ccco2)nc1-c1ccccc1-c1nn[nH]n1 (stereo not drawn),15%
Cc1ccc(Sc2c(C(=O)NCc3cccc(F)c3)[nH]c3ccccc23)cc1,i
CCC(C)NC(=O)N1CCc2ccc(S(=O)(=O)Nc3nn[nH]n3)cc2C1 (stereo not drawn),-10%
COCCN1CCNc2cc(Nc3cccc(OC)c3)ncc2C1,i
N#Cc1ccccc1CN1CCNc2nc(COc3cccc(N4CCOCC4)c3)n(Cc3ccccc3)c2C1=O,i
CC(=O)NC[C@H]1OC[C@@H](N(Cc2cccc(C#N)c2)Cc2cccc(C#N)c2)[C@@H]1O,i
Cc1ccc(S(=O)(=O)N2CCCC(Cn3c(C)nc4cccnc43)C2)c(C)c1 (stereo not drawn),-8%

# Brought forward from above: two compounds, followed by the next part.
compound,Pf Dd2 growth
CC(=O)NC[C@H]1OC[C@@H](N(Cc2cccc(C#N)c2)Cc2cccc(C#N)c2)[C@@H]1O,i
Cc1ccc(S(=O)(=O)N2CCCC(Cn3c(C)nc4cccnc43)C2)c(C)c1 (stereo not drawn),-8%
COCC(=O)Nc1nc2c(s1)C[C@]1(C)CC[C@@H]3[C@H](OC(=O)[C@H]3C)[C@H]1[C@@H]2C,-4%[44.1 µM]
O=C(NCc1ccccc1)c1ccc(-c2cccc3c2CCNC3)o1,11µM*
Cc1c2cnn(CC(=O)N3CCN(c4ccccc4)CC3)c(=O)c2c(C)n1Cc1ccc(F)cc1,-15%
O=c1c2nc(-c3ccsc3)ccc2ncn1-c1ccc(F)cc1F,?
Cc1noc(C)c1S(=O)(=O)N1CCC(N2CCCC2=O)CC1,-3%[44.1 µM]
CCOC(=O)c1c(NC(=O)CCCOc2ccc(C(C)(C)C)cc2)sc2c1CCCC2,46%[activator]
CC1CCCN(C(=O)Cn2c(=O)oc3cc(S(=O)(=O)N4CCCCC4)ccc32)C1 (stereo not drawn),-16%
Cc1cc(C)n2c(Nc3c(C)cccc3C)c(-c3ccsc3)nc2n1,?
COc1ccc(CNc2cc(Cl)nc3ccnn23)cc1,-2%[44.1 µM]
O=C(NC1CCCC1)C1c2ccccc2CC(=O)N1Cc1ccccc1 (stereo not drawn),-6%
CC(C)c1ccccc1NC(=O)Cn1cccc1-c1nc(-c2ccc(F)cc2)no1,?
CCOc1cccc(CC(=O)NCc2ccc3c(c2)CCN3C(=O)c2ccc(F)cc2)c1OCC,i
Cc1nc2c(c(=O)n1C)CN(C(=O)[C@H]1CNC[C@H](C(=O)N3CCCC3)C1)C2,-22%
Cc1ccccc1NC(=O)N1CCC(CCNC(=O)C2CCC2)CC1,4%
CCc1ccc(NC(=O)N2CCc3c(c4ccccc4n3C)C2)cc1,i
COc1ccc(C2Cn3nnc(C(=O)N4CCN(C(=O)c5cccs5)CC4)c3CO2)cc1 (stereo not drawn),-10%
Cc1ccc(C)c(NC(=O)CN(C)S(=O)(=O)c2cccc3nsnc23)c1,i
CCCn1ccc2oc(C)c(C(=O)NCc3ccccc3)c2c1=O,-9%
CC(=O)N1CCN([C@H]2[C@@H]3OC[C@@H](O3)[C@@H](NC(=O)Nc3ccccc3)[C@@H]2O)CC1,?
O=C([C@@H]1C[C@H](Oc2ccccc2)CN1C(=O)c1cc2ccccc2[nH]1)N1CCOCC1,17%
Cc1ccc(CNC(=O)CCN2C(=O)COc3ccc(C)cc32)cc1,42%[activator]
CC(C)NC(=O)C1CCC(Cn2c(=O)c3sccc3n(CC(=O)N3CCCC3)c2=O)CC1 (stereo not drawn),-8%
Cc1ccc2c(c1)c(=O)c1ccccc1n2CCCC(=O)Nc1ccc(Cl)c(Cl)c1,32%[activator]
Cc1nn2c(=O)cc(COC(=O)COc3ccc(F)cc3)nc2s1,37%[activator]
CNC(=O)N1C[C@@H](Oc2ccccc2)C[C@H]1C(=O)N1CCOCC1,-9%
COc1ccc(-c2nc(SCC(=O)Nc3ccc4c(c3)OCCO4)c(-c3ccc(F)cc3)[nH]2)cc1OC,?
Cc1ccc(C)c(Cn2c(-c3cccc(Cl)c3)nc(C)c(CCO)c2=O)c1,-12%
Clc1ccc(CN2CCOC[C@H](Oc3cccnc3)C2)cc1,?
COc1cc(OC)cc(C(=O)NCC2CCCN(C(=O)CCNC(C)=O)C2)c1 (stereo not drawn),2%
CCc1nncn1C1CCN(S(=O)(=O)c2ccccc2)CC1,i
O=C(c1nnc(CNC2CCOCC2)n1-c1ccccc1)N1CCC[C@@H]1C(c1ccccc1)c1ccccc1,i
Cc1cc(C)n(CCC(=O)N2CCC(C3CCN(S(C)(=O)=O)CC3)C2)n1 (stereo not drawn),-8%
CCOc1ccc(-c2cn3c(n2)sc2cc(C(=O)NCCc4ccc(OC)c(OC)c4)ccc23)cc1,3.5µM*
Cc1cccc(NC(=O)N2CCC3(CC2)SCC(=O)N3Cc2ccco2)c1,i
CCOc1ccc(CC(=O)NCCn2ccn3nc(-c4ccc(C)cc4C)cc3c2=O)cc1,-21%
CC(C)CN1C(=O)CCc2cc(NC(=O)c3ccc4c(c3)OCO4)ccc21,i
O=C(NCc1noc2ccccc12)N1CCN(c2ccccc2F)CC1,12%[5.79 µM]
CN1CCCCCC(O)c2cc(C(=O)N3CCN(c4ccc(F)cc4)CC3)ccc21 (stereo not drawn),-13%
CNS(=O)(=O)c1cn(CC(=O)Nc2ccc(C(C)=O)cc2)cc1S(=O)(=O)NC,20%
CCN(C(=O)Cn1c(SCC(=O)NCc2ccccc2)nc2ccccc21)c1cccc(C)c1,-23%
O=C(CSC1=Nc2ccccc2C2=NC(Cc3ccccc3)C(=O)N12)Nc1ccccc1 (stereo not drawn),-22%
CC(C)n1nc(OC(C)(C)C(=O)NCC2CCOCC2)c2cc(CN3CCOCC3)ccc21,?
COc1ccc(Cl)cc1-c1ccc2c(c1)C(=O)N1CC[C@H](NC(=O)c3cccs3)C[C@H]1C(=O)N2,?
Cc1cnc(C2CC2)n1C1CCCN(C(=O)CC(C)C)C1 (stereo not drawn),-7%
COc1cccc(CNC(=O)Cc2csc3ccccc23)c1OC,36%[activator]

# Entries above with a cyano group:
compound,Pf Dd2 growth
Cn1c(=O)c2cc(C(=O)Nc3cccc(C#N)c3)sc2c2ccccc21,34%[activator]
Cn1nc2n(c1=O)CCN(C(=O)c1cccc(C#N)c1)CC2,17%
N#Cc1ccccc1CN1CCNc2nc(COc3cccc(N4CCOCC4)c3)n(Cc3ccccc3)c2C1=O,i
CC(=O)NC[C@H]1OC[C@@H](N(Cc2cccc(C#N)c2)Cc2cccc(C#N)c2)[C@@H]1O,i

# (cont.)
compound,Pf Dd2 growth
COc1ccc(CNC(=O)c2cnc3sc(N4CCCC4)nn3c2=O)c(OC)c1,12%
CC(=O)N1CCc2nc(C3CC3)nc(-c3ccc(Cl)cc3)c2C1,-18%[44.1 µM]
COc1ccc(NC(=O)C2CCCN(C(=O)c3cnn(-c4ccccc4)c3-n3cccc3)C2)cc1 (stereo not drawn),-23%
O=C(Nc1ccccc1)N1CCC(c2nc(CCOc3ccc(F)cc3)no2)C1 (stereo not drawn),i
Cn1cc(CN2C[C@@H](F)[C@@H](OCc3nc4ccccc4n3C)C2)cn1,-20%[44.1 µM]

# High-throughput results (PubChem)

# This is a subset; rates above refer to the full screens.
